Source: PubChem (National Center for Advancing Translational Sciences (NCATS))
MBNL1-CUG inh: inhibitors of human MBNL1 binding to CUG repeat RNA | TR-FRET MBNL1-His/biotin-(CUG)12 binding, 665/545 ratio | Potency, µM (top dose mostly 57.5 µM), without a hit: at the top dose activity change, negative = inhibition, actives largely listed as inhibitors | 280,000 tested, 0.036% active | AID 2675; active = well fitted inhibition curve with a large enough effect in the signal ratio, with a control signal flat, not every such curve was filed as active; inconclusive = small, poorly fitted or top-dose-only effect, or effect the other way, or a change in a side signal; inactive = no such curve, though single readings can be large or run the other way; the % refers to the signal ratio; note: potency is the fitted concentration of half-maximal effect; % is set by controls: 0 for no effect and ±100 for the full control effect
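Inhibition of protein-RNA binding appears as loss of TR-FRET between terbium anti-His antibody on MBNL1-His and streptavidin-XL665 on biotin-(CUG)12. Activity is normalized to buffer-only and uninhibited-complex controls.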
PKM2 act: increases activity of human pyruvate kinase M2; P14618; purified PKM2, Kinase-Glo ATP luminescence, activation; response scale: 0% is enzyme alone, no compound; Potency, µM (series often up to 57.5 µM), without a hit: at the top dose activation, hits mostly activators; 260,000 tested, 0.34% active; note: potency is the fitted concentration of half-maximal effect; % is set by controls: 0 for no effect and ±100 for the full control effect; nearly all actives have a fitted effect of over 55% in size
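hPK-M2, >95% pure; 0.1 mM ADP / 0.5 mM PEP final; imidazole pH7.2 buffer w/ 7 mM MgCl2, 50 mM KCl; 1 h RT; Kinase-Glo lum. Intermediate enzyme activity for dual inhibitor/activator qHTS.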
Menin-MLL TR inh: displaces Texas Red mutant MLL peptide from human menin. O00255. Menin + Texas Red MLL mutant peptide, fluorescence polarization. Potency, µM (titrated, usually from 61.6 µM), for inactives: at the highest dose FP activity change, negative = inhibition, usual class: inhibitors. 270,000 tested, 0.23% active. AID 1768; active = well fitted inhibition curve with a large enough effect in the polarisation, with a control signal flat, not every such curve was filed as active; inconclusive = small, poorly fitted or top-dose-only effect, or effect the other way, or a change in a side signal; inactive = no such curve, though single readings can be large or run the other way; the % refers to the polarisation; note: potency is the fitted concentration of half-maximal effect; % of control where 0% means no effect; many of its hits are not listed in these tables
Mito fusion yeast: blocks mitochondrial division or promotes mitochondrial fusion | S. cerevisiae fusion-defective mutant growth rescue, CellTiterGlo 48 h | Potency, µM (series often up to 46.1 µM), without a hit: at the top dose growth rescue (activation), most hits filed as activators | 320,000 tested, 0.23% active | AID 485298;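 note: potency is the fitted concentration of half-maximal effect; % of control where 0% means no effect; nearly all actives have a fitted effect of over 45% in size; temperature-sensitive fusion mutants such as fzo1-1 at 37 °C on non-fermentable ethanol glycerol medium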
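Growth-rescue viability read-out: after 48 h at the non-permissive 37C in glycerol/ethanol YPEG, yeast mitochondrial fusion mutants are measured by CellTiterGlo luminescence; compounds (23 nl pinned per well) restoring growth score as division inhibitors or fusion activators.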
RORg inh: ROR gamma (mouse) transcription inhibition; P51450; Drosophila S2 Gal4-RORgamma UAS-luciferase reporter, 20 h; Potency, µM (doses to about 53.6 µM), for inactives: at the top dose activity change, negative = inhibition, usual class: inhibitors; 310,000 tested, 5.4% active; note: potency is the fitted concentration of half-maximal effect; % is set by controls: 0 for no effect and ±100 for the full control effect; nearly all actives have a fitted effect of over 60% in size
Target sequence (P51450 whole entry, looked up, the tested form may be a part): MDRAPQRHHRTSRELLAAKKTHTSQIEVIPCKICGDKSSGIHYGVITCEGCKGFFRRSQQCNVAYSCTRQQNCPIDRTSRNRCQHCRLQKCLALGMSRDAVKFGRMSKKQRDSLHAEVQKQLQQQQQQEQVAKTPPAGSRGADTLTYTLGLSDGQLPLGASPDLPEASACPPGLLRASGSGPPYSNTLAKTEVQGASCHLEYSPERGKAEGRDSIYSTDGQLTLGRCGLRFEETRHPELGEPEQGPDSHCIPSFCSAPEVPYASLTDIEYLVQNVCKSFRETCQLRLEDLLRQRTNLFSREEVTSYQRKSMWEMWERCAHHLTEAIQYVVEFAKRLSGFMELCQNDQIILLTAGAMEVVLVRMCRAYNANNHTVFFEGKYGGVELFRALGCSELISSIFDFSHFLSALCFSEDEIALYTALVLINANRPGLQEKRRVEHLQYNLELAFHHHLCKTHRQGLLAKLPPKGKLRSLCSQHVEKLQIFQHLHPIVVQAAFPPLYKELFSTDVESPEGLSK
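ROR gamma transcriptional activity was tracked as Gal4-UAS luciferase output in stably transfected Drosophila Schneider cells, with compound added 1 hr before 700 uM copper sulfate induction and a 20 hr ambient-temperature incubation.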
Rab9 prom act: activators of Rab9 promoter | Huh7 Rab9 promoter-luciferase reporter, luminescence, 24 h | Potency, µM (doses to about 9.22 µM), for the others: at the top dose activation, negative = inhibition, actives largely listed as activators | 320,000 tested, 2.8% active | AID 485297; note: potency is the fitted concentration of half-maximal effect; % of control where 0% means no effect; nearly all actives have a fitted effect of over 60% in size
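Rab9 promoter-driven luciferase in stably transfected Huh7 cells; 1500 cells/well rested 2 h, exposed to compound in DMSO for 24 h at 37 °C, 5% CO2. Luminescence read 10 min after adding luciferase reagent at ambient temperature.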
VP16 counter: inhibits Gal4-VP16 luciferase reporter, ROR gamma counter-screen; Drosophila S2 Gal4-VP16 UAS-luciferase, luminescence, 20 h; Potency, µM (top dose mostly 53.6 µM), for the others: at the top dose activity, negative = inhibition, hits mostly inhibitors; 310,000 tested, 3.5% active; AID 2546;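 note: Gal4-VP16 expression switched on by copper sulfate through the metallothionein promoter; potency is the fitted concentration of half-maximal effect; % is set by controls: 0 for no effect and ±100 for the full control effect; nearly all actives have a fitted effect of over 50% in size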
KCNH2 3.1 block: KCNH2 3.1 (human) potassium channel inhibition | 340,000 tested, 0.95% active | activity change, % (tested at about 1.8 µM) | U2OS KCNH2 3.1, thallium flux FluxOr; active compounds read low;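 active = maximum activity change below -70%; inconclusive = maximum activity change from -70% to -50%; inactive = maximum activity change above -50%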;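 note: thallium influx rate constant from kinetic fluorescence after stimulation buffer; % is set by controls: 0 for no effect and ±100 for the full control effect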
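Kinetic fluorescence (2 min after stimulation buffer) measures Tl+ influx through KCNH2 3.1 expressed by viral transduction in U2OS cells; the rate constant is normalized against DMSO controls serving as positive and negative references.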
FLuc counter: inhibits or activates purified firefly luciferase, miR-21 counter-screen; Potency, µM (top dose mostly 57.5 µM), inactives show top-dose activity change, negative = inhibition, actives largely listed as inhibitors; P08659; purified FLuc, Km substrates, luminescence inhibition; AID 588342; 360,000 tested, 6.9% active;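 note: potency is the fitted concentration of half-maximal effect; plate controls were vehicle for no effect and reference inhibitor for full effect; nearly all actives have a fitted effect of over 55% in size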
Target sequence (P08659 whole entry, looked up): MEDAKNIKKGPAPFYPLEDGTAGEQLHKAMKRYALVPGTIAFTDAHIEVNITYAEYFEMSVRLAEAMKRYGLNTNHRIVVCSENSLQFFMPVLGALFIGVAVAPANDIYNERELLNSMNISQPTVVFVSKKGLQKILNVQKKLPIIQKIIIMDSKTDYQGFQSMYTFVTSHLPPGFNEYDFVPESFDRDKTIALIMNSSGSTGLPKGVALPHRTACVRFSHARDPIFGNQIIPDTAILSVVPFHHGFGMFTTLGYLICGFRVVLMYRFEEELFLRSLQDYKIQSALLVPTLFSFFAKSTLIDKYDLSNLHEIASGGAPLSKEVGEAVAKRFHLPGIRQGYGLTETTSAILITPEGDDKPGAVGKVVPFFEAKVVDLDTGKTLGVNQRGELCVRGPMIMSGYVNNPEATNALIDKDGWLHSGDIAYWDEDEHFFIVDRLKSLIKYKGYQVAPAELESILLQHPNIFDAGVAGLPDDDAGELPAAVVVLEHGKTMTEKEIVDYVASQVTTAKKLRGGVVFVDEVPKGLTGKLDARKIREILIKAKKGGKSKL
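Purified P. pyralis luciferase (10nM final) with 10uM D-luciferin and 10uM ATP (Km levels) in 50mM Tris acetate pH 7.5, 10mM Mg acetate, 0.01% Tween-20, 0.05% BSA; qHTS 6-point titration, ~60 µM downward; luminescence read.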
NPC1 prom act: activators of NPC1 promoter | Huh7 NPC1 promoter luciferase reporter, 24 h | Potency, µM (top dose mostly 9.22 µM), inactives show at the top dose activation, most hits filed as activators | 320,000 tested, 2.4% active;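 note: potency is the fitted concentration of half-maximal effect; % of control where 0% means no effect; nearly all actives have a fitted effect of over 60% in size; reporter is driven by a mutant NPC1 promoter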
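Huh7 cells stably carrying NPC1 promoter–luciferase, plated in Opti-MEM with 10% FBS for 2 h, were exposed to compound in DMSO for 24 h at 37 °C; luciferase reagent was added for 10 min and luminescence read.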
ELG1 DNA repair: blocks ELG1-dependent DNA repair in HEK293T cells; HEK293T ELG1-luciferase reporter, luminescence, 16 h; DNA damage induced by 5-fluorouridine; AID 504467; Potency, µM (series often up to 46.1 µM), for inactives: top-dose activity change, negative = inhibition, usual class: inhibitors; 330,000 tested, 2.3% active; note: potency is the fitted concentration of half-maximal effect; % is set by controls: 0 for no effect and ±100 for the full control effect; nearly all actives have a fitted effect of over 55% in size
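5-Fluorouridine DNA damage + compound/DMSO, 2,000 cells/well, 16 h, 37 °C/5% CO2. ONE-Glo, 30 min RT, luminescence. Readout = decrease in reporter signal.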
* = called active by the depositor; [ ] = remark or other dose. Unless noted, calls come from the whole dose curve; as a rule, active = well fitted curve in the direction sought with a large enough effect; inconclusive = small, poorly fitted or top-dose-only effect, or another doubt; inactive = no such curve, though single readings can be large; an effect the other way counts as inactive or inconclusive.

Results for Cn1c(=O)[nH]c(=O)c2c1[nH]c(=S)n2Cc1ccccc1 ?
MBNL1-CUG inh: 1%; Menin-MLL TR inh: -12%; Mito fusion yeast: 0%; RORg inh: -17%; Rab9 prom act: -1%[1.84 µM]; VP16 counter: -2%; KCNH2 3.1 block: 17; FLuc counter: -2%; NPC1 prom act: -5%; ELG1 DNA repair: inconclusive

What do the screens show for `O=C(CSc1nc2ccccc2nc1N1CCCCC1)Nc1ccc(F)cc1`?
MBNL1-CUG inh: 10%; PKM2 act: -6%; Menin-MLL TR inh: 0%; Mito fusion yeast: -5%; RORg inh: -12%; Rab9 prom act: 3%; VP16 counter: -9%; KCNH2 3.1 block: -7; FLuc counter: -1%; NPC1 prom act: -5%; ELG1 DNA repair: inconclusive

Results for CN(C)CC#CCC(O)(c1ccccc1)c1ccccc1 ?
MBNL1-CUG inh: -6%; PKM2 act: -6%; Mito fusion yeast: -1%; RORg inh: 18%; Rab9 prom act: -1%; VP16 counter: -6%; KCNH2 3.1 block: 13; FLuc counter: 1%; NPC1 prom act: 4%; ELG1 DNA repair: 9%

How did COc1ccc(C2=Nn3c(nnc3-c3cccnc3)SC2)cc1OC do in these assays?
MBNL1-CUG inh: -8%; PKM2 act: -2%; Menin-MLL TR inh: -13%; Mito fusion yeast: -1%; RORg inh: -6%[10 µM]; Rab9 prom act: 2%; VP16 counter: -8%; KCNH2 3.1 block: 12; FLuc counter: -2%; NPC1 prom act: 9%; ELG1 DNA repair: inconclusive

What do the screens show for `COc1ccc(NC(=O)C2=NN(C3CCS(=O)(=O)C3)C(=O)CC2)cn1` (centres undefined)?
MBNL1-CUG inh: 0%; PKM2 act: 1%; Menin-MLL TR inh: 17%; Mito fusion yeast: -10%; RORg inh: 8%; Rab9 prom act: -9%; VP16 counter: 2%[10 µM]; KCNH2 3.1 block: 14; FLuc counter: 0%; NPC1 prom act: -1%; ELG1 DNA repair: 19%

Results for N#CCCn1cc(C(=O)Nc2ccccc2Br)c(-c2cc3ccccc3o2)n1 ?
MBNL1-CUG inh: 26%; PKM2 act: -14%; Menin-MLL TR inh: inconclusive; Mito fusion yeast: 14%; RORg inh: inconclusive; Rab9 prom act: -8%; VP16 counter: 7.9µM*; KCNH2 3.1 block: -12; FLuc counter: 10%; NPC1 prom act: -4%; ELG1 DNA repair: inconclusive

Results for COc1ccc(OC)c(NC(=O)CSc2nn3c(=O)c(C)nnc3s2)c1 ?
MBNL1-CUG inh: 4%; PKM2 act: -1%; Mito fusion yeast: -1%; RORg inh: -16%; Rab9 prom act: 12%; VP16 counter: -4%; KCNH2 3.1 block: -10; FLuc counter: 7%; NPC1 prom act: 2%; ELG1 DNA repair: -1%

Results for Cn1cccc1-c1nc2ccccc2[nH]1 ?
MBNL1-CUG inh: -1%; PKM2 act: -1%; Mito fusion yeast: -12%; RORg inh: -4%; Rab9 prom act: 30%; VP16 counter: -4%; KCNH2 3.1 block: 2; FLuc counter: 17µM*; NPC1 prom act: inconclusive; ELG1 DNA repair: inconclusive

How did CCn1cc(CNC(=S)Nc2cccc(Cl)c2C)cn1 do in these assays?
MBNL1-CUG inh: -5%; PKM2 act: 0%; Menin-MLL TR inh: 21%; Mito fusion yeast: -7%; RORg inh: -40%; Rab9 prom act: -2%; VP16 counter: 2%; KCNH2 3.1 block: -9; FLuc counter: -2%; NPC1 prom act: -4%; ELG1 DNA repair: -3%

Results for COc1ccc(-c2c/c(=N\c3nc(-c4ccccc4)c(C)s3)c3ccccc3o2)cc1O ?
MBNL1-CUG inh: 0%; PKM2 act: 1%; Menin-MLL TR inh: inconclusive; Mito fusion yeast: 3%; RORg inh: 0%; Rab9 prom act: -18%; VP16 counter: -2%; KCNH2 3.1 block: -9; FLuc counter: 3%; NPC1 prom act: -14%; ELG1 DNA repair: inconclusive

How did O=C(CSc1nc(-c2ccco2)cc(C(F)(F)F)n1)N1CCN(Cc2ccccc2)CC1 do in these assays?
MBNL1-CUG inh: 4%; PKM2 act: 0%; Menin-MLL TR inh: -2%[11.7 µM]; Mito fusion yeast: 5%; RORg inh: 19%; Rab9 prom act: -4%; VP16 counter: -3%; KCNH2 3.1 block: -14; FLuc counter: 0%; NPC1 prom act: 1%; ELG1 DNA repair: inconclusive

Results for Oc1ccc(N=C/C=C/c2ccc(Br)cc2)cc1-c1nc2ccccc2s1 ?
PKM2 act: 0%; Menin-MLL TR inh: inconclusive; Mito fusion yeast: 3%; RORg inh: -42%; Rab9 prom act: inconclusive; VP16 counter: inconclusive; FLuc counter: 7.6µM*; NPC1 prom act: 3.2µM*; ELG1 DNA repair: inconclusive

Results for COc1cc(/C=N/NC(=O)c2ccc([N+](=O)[O-])cc2Cl)cc(Br)c1O ?
MBNL1-CUG inh: inconclusive; PKM2 act: -1%; Menin-MLL TR inh: 1%; Mito fusion yeast: -2%; RORg inh: -32%; Rab9 prom act: -2%; VP16 counter: -9%; KCNH2 3.1 block: -18; FLuc counter: inconclusive; NPC1 prom act: -1%; ELG1 DNA repair: -6%

How did COCCNC(=O)CN(C(=O)CCC(=O)Nc1ccccn1)c1ccc(OC)cc1 do in these assays?
MBNL1-CUG inh: -5%; PKM2 act: -3%; Menin-MLL TR inh: 14%; Mito fusion yeast: 3%; RORg inh: -20%[1.91 µM]; Rab9 prom act: -2%; VP16 counter: -6%; KCNH2 3.1 block: 21; FLuc counter: -2%; NPC1 prom act: 1%; ELG1 DNA repair: 3%

What do the screens show for `Cn1c(Cn2c(=O)sc3ccccc32)nnc1SCC(=O)NC1CCCC1`?
MBNL1-CUG inh: inconclusive; PKM2 act: -5%; Menin-MLL TR inh: -14%; Mito fusion yeast: -1%; RORg inh: 11%; Rab9 prom act: -4%; VP16 counter: -12%; KCNH2 3.1 block: 3; FLuc counter: 17%; NPC1 prom act: -2%; ELG1 DNA repair: 5%

What do the screens show for `Nc1scn[n+]1Cc1cccc2cccnc12`?
MBNL1-CUG inh: 4%; PKM2 act: -4%; Mito fusion yeast: -1%; RORg inh: -1%; Rab9 prom act: 0%; VP16 counter: 4%; KCNH2 3.1 block: 7; FLuc counter: 1%; NPC1 prom act: 1%; ELG1 DNA repair: 8%

How did COC(=O)C1=C(C)n2nnnc2NC1c1ccc(Cl)cc1 (centres undefined) do in these assays?
MBNL1-CUG inh: -3%; PKM2 act: 9%; Menin-MLL TR inh: -8%; Mito fusion yeast: 4%; RORg inh: -21%; Rab9 prom act: 0%; VP16 counter: 0%; KCNH2 3.1 block: 6; FLuc counter: 3%; NPC1 prom act: 1%; ELG1 DNA repair: -9%

What do the screens show for `Cc1cc(C)c(NC(=S)NC(=O)c2ccc(-c3ccccc3)cc2)c(C)c1`?
MBNL1-CUG inh: 3%; PKM2 act: 6%; Menin-MLL TR inh: -16%; Mito fusion yeast: -5%; RORg inh: 4.5µM*; Rab9 prom act: -2%; VP16 counter: 5.6µM*; KCNH2 3.1 block: -27; FLuc counter: 5%; NPC1 prom act: -5%; ELG1 DNA repair: 12%

How did Cc1ccc(-c2cc(C(=O)N3CCN(c4ccccc4O)CC3)c3ccccc3n2)cc1 do in these assays?
Mito fusion yeast: 19%; Rab9 prom act: inconclusive; KCNH2 3.1 block: -40; FLuc counter: 2.4µM*; NPC1 prom act: inconclusive; ELG1 DNA repair: inconclusive

What do the screens show for `O=C(NCc1ccc(F)cc1)C1CCN(c2cnccn2)CC1`?
MBNL1-CUG inh: 0%; PKM2 act: -2%; Menin-MLL TR inh: 2%; Mito fusion yeast: -3%; RORg inh: -2%; Rab9 prom act: -7%; VP16 counter: -9%; KCNH2 3.1 block: -5; FLuc counter: -1%; NPC1 prom act: -1%; ELG1 DNA repair: 13%

Not all compounds are listed. The share of hits here may be higher or lower than overall.
